KCNQ2 block = KCNQ2 potassium channel inhibitors, primary screen, cell-based, CHO-K1, FluxOR thallium flux, B-score (AID 2156); 20 min; active compounds read low; B-score at 10 µM; 310,000 compounds, 1.1% hits;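 active = fluorescence ratio B-score at most minus 3 library SDs, with starting brightness B-score within 2 library SDs, cut at about -5.5 in these data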
Target sequence (O88943 whole entry, looked up): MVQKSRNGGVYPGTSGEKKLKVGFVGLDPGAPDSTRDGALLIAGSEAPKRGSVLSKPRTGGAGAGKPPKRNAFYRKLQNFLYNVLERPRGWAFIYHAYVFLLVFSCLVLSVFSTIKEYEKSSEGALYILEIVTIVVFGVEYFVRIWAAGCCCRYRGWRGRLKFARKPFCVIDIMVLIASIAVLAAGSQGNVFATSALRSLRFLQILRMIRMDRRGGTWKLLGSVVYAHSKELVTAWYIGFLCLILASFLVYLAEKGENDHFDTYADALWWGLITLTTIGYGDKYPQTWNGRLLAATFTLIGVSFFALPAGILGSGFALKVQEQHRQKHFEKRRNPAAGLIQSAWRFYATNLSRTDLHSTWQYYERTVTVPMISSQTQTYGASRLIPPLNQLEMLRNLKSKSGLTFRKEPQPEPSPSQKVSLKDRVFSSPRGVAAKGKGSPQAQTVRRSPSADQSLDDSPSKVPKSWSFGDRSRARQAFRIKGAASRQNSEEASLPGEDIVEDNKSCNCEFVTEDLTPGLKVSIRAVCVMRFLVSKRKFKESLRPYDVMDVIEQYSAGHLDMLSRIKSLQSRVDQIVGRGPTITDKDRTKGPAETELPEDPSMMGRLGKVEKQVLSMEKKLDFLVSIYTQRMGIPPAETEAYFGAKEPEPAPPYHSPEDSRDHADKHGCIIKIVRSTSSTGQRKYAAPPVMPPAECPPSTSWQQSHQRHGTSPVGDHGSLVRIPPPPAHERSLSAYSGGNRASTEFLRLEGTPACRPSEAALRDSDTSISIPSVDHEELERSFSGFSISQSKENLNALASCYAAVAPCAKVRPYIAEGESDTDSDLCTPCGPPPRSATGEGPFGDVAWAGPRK
Kir21 block = inhibitors of mouse Kir2.1 inward-rectifier potassium channel; HEK293-Kir2.1, FluxOR thallium flux fluorescence; active compounds read low; B-score at 10 µM; 310,000 compounds, 0.85% hits;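 active = fluorescence ratio B-score at or below minus 3 SD of library scores, with starting-brightness B-score within 2 SD, cut at about -4.2 in these data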;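 also: channel flux triggered by added potassium and thallium sulfate stimulus; B-score of peak minus minimum fluorescence over baseline after thallium stimulus; more negative B-score means stronger Kir2.1 block with less thallium influx; some compounds called inactive have numbers as strong as hits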
Active calls of the source: *; i = inactive.

| SMILES | KCNQ2 block | Kir21 block |
| --- | --- | --- |
| CC(C)C(=O)Nc1nc(-c2ccc3c(c2)CCN3C(=O)C2CC2)cs1 | i | 0.5 |
| CCC(=O)Nc1ccc(C(=O)Nc2cccc(C)n2)cc1 | i | 0.11 |
| COC(=O)c1ccccc1NC(=O)c1ccccc1N(C)S(=O)(=O)c1ccccc1 | i | 0.62 |
| CC(C)(/C=N/O)/[N+]([O-])=C/c1ccccc1 | i | -1.7 |
| Cc1ccc(C)n1-c1ccc(N2CCOCC2)c([N+](=O)[O-])c1 | i | 1.2 |
| CCOC(=O)c1ccc(NC(=O)N2CCOCC2)cc1 | i | 0.03 |
| CC(=O)c1cccc(NC(=O)N2CCCc3ccccc32)c1 | i | -0.56 |
| CCCCN(C)C(=O)c1cc2cc([N+](=O)[O-])cc(OC)c2oc1=O | i | -0.8 |
| CSc1nc(C)cc(/C=C\c2ccccc2)c1C#N | i | -0.1 |
| CC1(C)C(=O)OC(c2cccn2-c2ccc([N+](=O)[O-])cc2)C(C)(C)C1=O (stereo unspecified) | i | -0.49 |
| COC(=O)C1CCN(C(=O)CN(C)Cc2ccc(C(C)(C)C)cc2)CC1 | i | 0.86 |
| Oc1c(C=Nc2ccccc2)sc(=S)n1Cc1ccccc1 | i | -1.1 |
| Cc1n[nH]c(C)c1C(=O)CC1(O)C(=O)N(Cc2ccccc2)c2ccc(Br)cc21 (stereo unspecified) | i | 0.56 |
| CC1(C)CC(=O)c2cc(C(=O)NCc3ccco3)c(=O)n(-c3ccccc3)c2C1 | i | 0.58 |
| COc1ccccc1CN1CCNC(=O)C1CC(=O)NCc1cn(C)nc1C (stereo unspecified) | i | -0.73 |
| CCCNC(=O)C1=C(C)C(=O)OC12CCC(C)CC2 (stereo unspecified) | i | -0.79 |
| CC1CCc2nc(/C(C#N)=C/c3cccnc3)sc2C1 (stereo unspecified) | i | 0.02 |
| CC(C)(C)OC(=O)NCC1CCN(S(=O)(=O)Cc2ccccc2)CC1 | i | 0.52 |
| CCOC(=O)CCc1c(C)nc2ncnn2c1C | i | 1.8 |
| COc1ccccc1N1CCN(C(=O)c2cc3c(-c4ccc(Cl)cc4)nn(C)c3s2)CC1 | i | 0.04 |

As a short view, some entries already given.
| SMILES | KCNQ2 block | Kir21 block |
| --- | --- | --- |
| CC(C)C(=O)Nc1nc(-c2ccc3c(c2)CCN3C(=O)C2CC2)cs1 | i | 0.5 |
| CCC(=O)Nc1ccc(C(=O)Nc2cccc(C)n2)cc1 | i | 0.11 |
| COC(=O)c1ccccc1NC(=O)c1ccccc1N(C)S(=O)(=O)c1ccccc1 | i | 0.62 |
| CC(C)(/C=N/O)/[N+]([O-])=C/c1ccccc1 | i | -1.7 |
| Cc1ccc(C)n1-c1ccc(N2CCOCC2)c([N+](=O)[O-])c1 | i | 1.2 |
| CCOC(=O)c1ccc(NC(=O)N2CCOCC2)cc1 | i | 0.03 |
| CC(=O)c1cccc(NC(=O)N2CCCc3ccccc32)c1 | i | -0.56 |

Following part
| SMILES | KCNQ2 block | Kir21 block |
| --- | --- | --- |
| COc1cccc(CN2C[C@]34C=C[C@@H](C[C@@H]3S2(=O)=O)O4)c1 | i | 1 |
| COc1ccc(Br)cc1-c1nc(C)c(C(C)=O)n1O | -7.2* | -0.6 |
| Cc1cccc(CSCCNC(=S)Nc2ccccc2)c1 | i | -1.5 |
| Cc1c(Br)cc(C(=O)NCc2ccco2)c(C)c1C | i | 3.3 |
| O=C(Nc1cc2c3c(c1)CC(=O)N3CCC2)c1ccco1 | i | -0.02 |
| CC(Sc1nnc(-c2cc3ccccc3o2)n1-c1ccccc1)C(=O)O (stereo unspecified) | i | 0.88 |
| CC(C)c1nc(SCC(=O)N2CCCCCC2)c2c(=O)n(C)c(=O)n(C)c2n1 | i | -0.19 |
| CC1(C)Cc2c(cnn2-c2ccccc2)C(NC(=O)C2(C(N)=O)CC2)C1 (stereo unspecified) | i | -1 |
| CCN(CC(=O)Nc1ccc(Br)c(C)c1)CC(=O)NC(C)C | i | 0.99 |
| O=C1CSC(c2cccnc2)N1Cc1ccc(Cl)c(Cl)c1 (stereo unspecified) | i | -3.5 |
| COc1cc(NC(=O)COc2cc3oc(=O)cc(C)c3cc2Cl)cc(OC)c1OC | i | 0.58 |
| CCCc1nc2c(=O)n(C)c(=O)[nH]c2n1CCC | i | -0.5 |
| COC(=O)c1cc(-c2cccs2)nc2ccccc12 | i | 0.23 |
| Cc1ccc(S(=O)(=O)NCCC(=O)N2CC(C)OC(C)C2)cc1C (stereo unspecified) | i | -2.6 |
| O=C(Oc1ccc(N2C(=O)CCC2=O)cc1)c1ccccc1Cl | i | -0.78 |
| O=C(O)c1ccc(NC(=O)c2cccc(C(=O)Nc3ccc(C(=O)O)cc3)n2)cc1 | i | 0.15 |
| O=C(NNC(=S)Nc1ccccc1Cl)c1ccncc1 | i | 2.3 |
| Oc1ccc(/C=N/Nc2nc(N3CCCC3)nc(N3CCCC3)n2)cc1O | i | -0.42 |
| O=C(c1cccc(C(F)(F)F)c1)N1CCN(C2CCCCC2)CC1 | i | -0.93 |
| COc1cc2c(=O)n(CCC(=O)NCC3CCCO3)c(=O)n(CC(=O)Nc3ccccc3C)c2cc1OC (stereo unspecified) | i | -0.82 |

(cont.)
| SMILES | KCNQ2 block | Kir21 block |
| --- | --- | --- |
| O=C1c2ccc([N+](=O)[O-])cc2S(=O)(=O)N1Cc1ccccc1 | i | 0.43 |
| O=C(O)CC1(CC(=O)Nc2ccc3c(c2)C(=O)OC3)CCCCC1 | i | 1.1 |
| Cc1cc(-n2c(C)cc(C(=O)CSc3nc(N)cc(=O)[nH]3)c2C)no1 | i | -1.6 |
| Cc1ccccc1C1c2[nH]c3ccccc3c2C[C@H]2C(=O)N(C3CCN(Cc4ccccc4)CC3)CC(=O)N12 (stereo partly specified) | i | -1.6 |
| COc1ccc(OC)c(C(=O)CSc2nnnn2C)c1 | i | 0.02 |
| COC(=O)C1=C(C)N(CCCC(=O)O)C(=O)NC1c1ccccc1OS(=O)(=O)c1ccccc1[N+](=O)[O-] (stereo unspecified) | i | -0.27 |
| Fc1ccccc1CNC(=S)Nc1cccc(C(F)(F)F)c1 | i | 0.51 |
| Cc1cc(C(=O)COC(=O)C2=NNC(=O)CC2)c(C)n1-c1ccc(OC(F)F)cc1 | i | 0.83 |
| N#CCCCCN1CCCC1 | i | -0.05 |
| COc1ccc(CN=C(NS(=O)(=O)c2cccs2)SC)cc1 | i | -0.95 |
| CCOc1ccc(-c2cc(C(=O)NCCCN3CCCC3)c3ccccc3n2)cc1 | i | -2.2 |
| COCCCN(C(=O)c1cc2c(s1)CCCCC2)c1c(N)n(Cc2ccccc2)c(=O)[nH]c1=O | i | -0.45 |
| CCOC(=O)C1CCN(S(=O)(=O)CCNC(=O)c2ccccc2)CC1 | i | 0.75 |
| COc1ccc(S(=O)(=O)N/N=C\c2ccc3c(c2)OCO3)cc1 | i | 0.08 |
| CC1(C)NC(=O)N(CC(O)CN(c2cccc([N+](=O)[O-])c2)S(=O)(=O)c2ccccc2)C1=O (stereo unspecified) | i | 0.03 |
| Cc1cc(C(=O)N2CCC(C(=O)O)CC2)c(C(F)(F)F)o1 | i | 0.03 |
| COc1cc(/C=C/C(=O)NCCc2ccc(S(N)(=O)=O)cc2)ccc1OCC#N | i | 0.82 |
| Cc1ccc(C)c(OCCC(=O)OCC(=O)N2CCN(c3ccccc3)CC2)c1 | i | 0.38 |
| O=C(CN1C(=O)c2cccnc2Oc2ccc(Cl)cc21)NCCc1ccccc1 | i | -0.63 |
| COc1cc(/C=N/n2c(-c3ccccc3)n[nH]c2=S)ccc1O | i | -2 |

Further entries:
| SMILES | KCNQ2 block | Kir21 block |
| --- | --- | --- |
| CCCC(=O)N1c2ccccc2C(N(C(C)=O)c2ccccc2)CC1C (stereo unspecified) | i | -0.95 |
| CC(=O)NC(Cc1cc(C)ccc1C)C(=O)N1CCN(C(=O)Nc2ccc(C(C)=O)cc2)CC1 (stereo unspecified) | i | -0.24 |
| COc1ccc([N+](=O)[O-])cc1NCc1ccccc1 | i | 0.11 |
| CCN(CC)CCCNC(=O)c1oc2ccc(S(=O)(=O)N3CC(C)CC(C)C3)cc2c1C (stereo unspecified) | i | 0.68 |
| CCOC(=O)/C(O)=C/c1ncc(C(F)(F)F)cc1Cl | i | 0.69 |
| CCOc1ccccc1CN1CCNC(=O)C1CC(=O)N(C)CCc1ccccn1 (stereo unspecified) | i | 1.2 |
| CC(C)Cn1c(N)c(C(=O)NCC2CCCO2)c2nc3ccccc3nc21 (stereo unspecified) | i | 0.06 |
| Cn1c(=O)c2c([nH]c(=O)n2C)n(C)c1=O | i | 0.01 |
| CCC1(C(=O)c2ccccc2)C(c2ccc([N+](=O)[O-])cc2)C1(C(=O)OC)C(=O)OC (stereo unspecified) | i | -0.76 |
| CC(C)CNS(=O)(=O)c1ccc(OCC(=O)NCc2ccco2)cc1 | i | -1.4 |
| CN(C)N=Nc1ccc(S(=O)(=O)NC(=O)Cc2ccccc2)cc1 | i | -0.93 |
| CCOC(=O)Nc1cc(OCC)c(NC(=O)C2CC2)cc1OCC | i | 0.05 |
| O=C(/C=C/c1ccc(Cl)cc1)NCCCN1CCOCC1 | i | 1 |
| Cc1cccc(C(=O)Nc2scc(CC(C)C)c2C(=O)O)c1 | i | -0.83 |
| C=CCN(CC=C)CCOc1ccc(OC(C)C)cc1 | i | -0.96 |
| Cc1ccc2c(c1)c(C1=NC(=S)NC1=O)c(O)n2C | i | 0.11 |
| O=C(N/N=C/c1cc([N+](=O)[O-])ccc1N1CCCCCC1)c1ccccn1 | i | -1.3 |
| Cn1cccc1CNC1CCCCC1 | i | -0.01 |
| Cn1c(SC(C(=O)Nc2ccc(F)cc2)c2ccccc2)nc2ccccc21 (stereo unspecified) | i | 1.4 |
| Cc1ccc(NC2c3ncccc3C(=O)N2C2CCCCC2)cc1C (stereo unspecified) | i | -0.33 |

New compounds follow
| SMILES | KCNQ2 block | Kir21 block |
| --- | --- | --- |
| Cc1ccc2nc(-c3ccccc3)oc(=O)c2c1 | i | -0.33 |
| COc1ccccc1NS(=O)(=O)c1cc2c3c(c1)CCN3C(=O)CC2 | i | -0.57 |
| CNC(=O)c1cc2ccccc2o1 | i | 2.4 |
| Cc1ccc(NC(=O)CN(C)C(=O)Cn2ncc(Cl)c(Cl)c2=O)cc1 | i | -0.28 |
| CC1(C)Cc2c(C#N)c(NCCc3ccccc3)nc(-c3ccco3)c2CO1 | i | -2.3 |
| CCOC(=O)C1CCN(C(=O)N(CC)CC)CC1 | i | 0.17 |
| Cn1c(=O)c2c(ncn2CC(=O)N2CCN(c3ccc(F)cc3)CC2)n(C)c1=O | i | 0.2 |
| O=C(CCc1c[nH]c2ccccc12)NCCc1ccc2c(c1)OCCO2 | i | 0.15 |
| O=P1(O)C=C(c2ccccc2)NC(c2ccccc2)=C1 | i | -0.23 |
| O=C(COC(=O)c1cc[n+]([O-])cc1)Nc1ccc(Cl)cc1[N+](=O)[O-] | i | -0.72 |
| O=C(CSc1ncnc2ccccc12)NCCCO | i | 0.85 |
| COc1ccc(S(=O)(=O)Nc2ccccc2-c2nnn(CC(=O)Nc3ccccc3OC)n2)cc1 | i | 1.2 |
| O=S(=O)(c1cccc2nsnc12)N1CCOCC1 | i | -1.2 |
| Cc1ccc(NC(=S)c2ccncc2)c(C)c1 | i | 0.54 |
| Cc1cc(C(=O)COC(=O)c2ccc3c(c2)NC(=O)CS3)c(C)n1CC1CCCO1 (stereo unspecified) | i | 0.03 |
| CCOc1ccc(NC(=O)C2CCN(S(=O)(=O)c3cccnc3)CC2)cc1 | i | -0.37 |
| CC(C)=CCCC(C)CN1CCC(N2CCC(C(=O)N3CCCC3)CC2)CC1 (stereo unspecified) | i | 1.6 |
| FC(F)(F)Oc1ccc(NC(=S)NCCCN2CCOCC2)cc1 | i | -0.07 |
| O=C(NCCN1CCNC1=O)C1CCC(=O)N(Cc2cccc(C(F)(F)F)c2)C1 (stereo unspecified) | i | 1.4 |
| CSc1ncccc1C(=O)NCCc1ccc(S(N)(=O)=O)cc1 | i | -2.3 |

(list continues)
| SMILES | KCNQ2 block | Kir21 block |
| --- | --- | --- |
| CSc1ccccc1NC(=O)c1cccs1 | i | -0.06 |
| COc1cccc(CN(C)CC(=O)Nc2cccc(C(F)(F)F)c2)c1OC | i | -1 |
| CCOC(=O)Nc1ccc2c(CN3C(=O)NC(CC)(CC)C3=O)cc(=O)oc2c1 | i | 0.03 |
| CC1(C)CN=c2s/c(=C\c3ccc(Cl)cc3)c(=O)n2C1 | i | -3.2 |
| COC(=O)CC1C(=O)NCCN1C(=S)NC(=O)CCc1ccccc1 (stereo unspecified) | i | 2.1 |
| CCn1nc(C)cc1C(=O)OCC(=O)c1ccc(Cl)cc1 | i | -0.77 |
| CC(=O)C(c1ccccc1)C(c1ccccc1)C(C)[N+](=O)[O-] (stereo unspecified) | i | 0.17 |
| O=C(CSc1ncnc2c1oc1ccccc12)Nc1ccc2c(c1)OCCO2 | i | 0.68 |
| CCn1c2ccc(C)cc2c2nnc(NN)nc21 | i | -1.3 |
| CCOc1ccc2[nH]c(=O)c(CN(Cc3cccs3)Cc3nnnn3C(C)(C)CC)cc2c1 | i | -2.2 |
| COc1cc(C(=O)O)nc2ccc([N+](=O)[O-])cc12 | i | 0.43 |
| Clc1ccc(Cl)c(-c2ccc(/C=N/c3ncn[nH]3)o2)c1 | i | -1.8 |
| COc1ccc(NC(=O)c2ccco2)cc1NC(=O)c1ccc(C)cc1 | i | 2.5 |
| Nc1nc2nc(-c3ccc(OCc4ccccc4)cc3)cc(C(F)(F)F)n2n1 | i | -0.36 |
| CCN(CC)C1CCN(C(=O)c2cc(COc3cccc4cccnc34)on2)C1 (stereo unspecified) | i | -0.03 |
| Cc1c(C(=O)NCCN2CCOC2=O)oc2c(F)cccc12 | i | 1.7 |
| O=C1C(Cl)=C(NC2CCCCC2)C(=O)N1c1ccc(Cl)cc1 | i | 0.73 |
| CCCCCOc1ccc(CSC2=NCCN2)cc1[N+](=O)[O-] | i | -0.86 |
| O=C(NCCc1c[nH]c2ccccc12)c1cc2sccc2n1Cc1ccccc1 | -6.5* | -1.7 |

High-throughput results as filed in PubChem BioAssay.
